p53 reactivator: mutant p53 re-activation in reporter cells. H1299 p53-A138V BP100-luciferase reporter, luminescence, 24 h. 320,000 compounds, 0.063% hits. Potency, µM (doses to about 92.2 µM), for the others: top-dose activity change, positive = activation, usual class: activators. AID 504706; note: potency is the fitted concentration of half-maximal effect; % of control where 0% means no effect; nearly all actives have a fitted effect of over 45% in size
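p53-null H1299 cells stably carrying temperature-sensitive p53-A138V and a BP100-luciferase reporter were pinned with compounds (4-point, 1:5 series) and held 24 hrs at 37 deg C. Luminescence was read 10 min after detection reagent.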
USP2a block: inhibitors of human ubiquitin-specific protease USP2a. USP2 core, Ub-CHOP2 coupled fluorogenic reporter, 485/531. Potency, µM (titrated, usually from 38.3 µM), without a hit: at the highest dose activity change, negative = inhibition, hits mostly inhibitors. 330,000 compounds, 0.01% hits;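 note: potency is the fitted concentration of half-maximal effect; plate controls were DMSO wells for no effect and full inhibition by NEM control for full effect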
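Cell-free coupled assay: 10nM USP2 core preincubated 30min RT with compound in Tris-HCl pH 8.0/CaCl2/CHAPS buffer, then 25nM Ub-CHOP2 and 25nM reporter substrate; fluorescence (Ex 485/Em 531) read after 60min RT, normalized to NEM inhibition, concentration-response curves fitted.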
ELG1 genotox: inducers of genotoxicity in HEK293T ELG1-luciferase cells; HEK293T ELG1-luciferase reporter, luminescence, 16 h; Potency, µM (series often up to 46 µM), inactives show at the highest dose activity change, positive = activation, most hits filed as activators; 330,000 compounds, 1.3% hits; AID 504466; note: potency is the fitted concentration of half-maximal effect; % of control where 0% means no effect; nearly all actives have a fitted effect of over 60% in size
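HEK293T cells expressing luciferase-tagged ELG1 were treated with compound or DMSO for 16 hr at 37°C. Luciferase activity was then read after 30 min with ONE-Glo at room temperature; rising signal flags genetic stress.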
TRPV1 agonist: agonists of human vanilloid receptor 1 (TRPV1). TRPV1-expressing cells, Fluo-8 calcium influx, agonist mode. activation, % at 8.33 µM. 320,000 compounds, 0.19% hits. AID 540275; in the data active = activation above about 80%; inconclusive = between about 30% and that limit; note: 0% is about no effect
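TRPV1-expressing cells were cultured overnight at 35.5C and loaded with Fluo-8 calcium dye for 40 to 90 min at room temperature. After a 10 s baseline, compound was added and calcium influx was read kinetically for 3 min (ex 480/em 520 nm).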
Eya2 phos inh: Eya2 (human) phosphatase inhibition. O00167. 330,000 compounds, 0.006% hits. Potency, µM (doses to about 76.9 µM), inactives show top-dose activity, negative = inhibition, most hits filed as inhibitors. AID 488837. recombinant Eya2, OMFP fluorescence dephosphorylation (OMFP is methylfluorescein phosphate); note: potency is the fitted concentration of half-maximal effect; % is set by controls: 0 for no effect and ±100 for the full control effect
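Eya2 (0.2 uM) preincubated 10 min at ambient with compound, then OMFP substrate added at 50 uM; 10 min reaction in 50 mM HEPES pH 7.5, 50 mM NaCl, 5 uM MgCl2, 0.05% BSA, 1 mM DTT. Fluorescence read at Ex 485/Em 525 nm.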
S-ASM inh: inhibitors of human secretory acid sphingomyelinase. P17405. placental ASM, HMU-PC fluorogenic substrate, 60 min. Potency, µM (doses to about 57.5 µM), inactives show at the top dose activity change, negative = inhibition, usual class: inhibitors. 340,000 compounds, 0.006% hits. AID 504937; note: potency is the fitted concentration of half-maximal effect
Target sequence (P17405 47-631 limits assumed): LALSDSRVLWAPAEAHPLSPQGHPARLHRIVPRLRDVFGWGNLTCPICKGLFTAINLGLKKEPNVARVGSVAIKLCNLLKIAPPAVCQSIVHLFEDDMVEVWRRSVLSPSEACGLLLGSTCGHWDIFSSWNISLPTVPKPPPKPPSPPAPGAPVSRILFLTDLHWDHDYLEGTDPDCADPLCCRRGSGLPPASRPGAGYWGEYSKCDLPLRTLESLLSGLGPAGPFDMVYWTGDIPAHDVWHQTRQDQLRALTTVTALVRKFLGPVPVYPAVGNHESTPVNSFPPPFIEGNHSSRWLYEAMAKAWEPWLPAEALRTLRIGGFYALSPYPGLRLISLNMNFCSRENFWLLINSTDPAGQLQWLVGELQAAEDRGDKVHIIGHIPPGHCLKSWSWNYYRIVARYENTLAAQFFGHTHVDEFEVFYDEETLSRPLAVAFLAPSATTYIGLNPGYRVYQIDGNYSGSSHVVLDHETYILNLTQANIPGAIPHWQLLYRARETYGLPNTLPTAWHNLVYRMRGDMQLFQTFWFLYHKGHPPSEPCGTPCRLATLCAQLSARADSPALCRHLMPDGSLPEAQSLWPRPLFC
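Fluorogenic HMU-PC substrate (9 uM final) is turned over by placental ASM in 60 min at 37 C after a 10 min compound preincubation. Reaction ended by alkaline stop (pH 10), with fluorescence read at 386/447 nm.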
PTAP TSG101 blk: blocks PTAP/TSG101 interaction to inhibit HIV-1 budding; Potency, µM (series often up to 115 µM), for inactives: top-dose activity change, negative = inhibition, most hits filed as inhibitors; AID 493005; Fluorescence polarization, FITC-PTAP peptide / Tsg101 binding; 340,000 tested, under 10 active; active = well fitted inhibition curve with a large enough effect in the main read-out, with a control signal flat, not every such curve was filed as active; inconclusive = small, poorly fitted or top-dose-only effect, or effect the other way, or a change in a side signal; inactive = no such curve, though single readings can be large or run the other way; note: potency is the fitted concentration of half-maximal effect; % of control where 0% means no effect
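Fluorescence polarization binding of Tsg101 binding domain (10 uM final) to FITC-labeled PTAP peptide (50 nM final) in HEPES pH 7.5 buffer with NaCl, Tween 20, EDTA, TCEP. Compounds added before peptide; binding 20 min at RT.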
BRCA1 expr act: BRCA1 expression activation. 380,000 compounds, 1.1% hits. AID 624202. Potency, µM (series often up to 46.1 µM), for inactives: top-dose activation, hits mostly activators. MCF7-BRCA1-FFLuc reporter, luminescence, 48 h; response scale: scaled: vehicle 0%, 10 µM genistein 100%; note: potency is the fitted concentration of half-maximal effect; nearly all actives have a fitted effect of over 80% in size; some results filed as inactive show a strong effect at the top dose
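Luminescence from a BRCA1-driven firefly luciferase in MCF7 cells was read after 48 h compound exposure at 37 C. Data normalized against DMSO and a 10microM genistein activation control, then curve-fitted across the titration.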
B2AR arrestin: beta2AR (human) beta-arrestin recruitment activity; Potency, µM (doses to about 46.1 µM), for inactives: at the highest dose activation, actives largely listed as activators; beta-arrestin recruitment to beta2AR, cell-based reporter; 330,000 compounds, 0.02% hits;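 note: potency is the fitted concentration of half-maximal effect; 0% = DMSO controls and full agonism = EC100 isoproterenol or metaproterenol; nearly all actives have a fitted effect of over 65% in size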
Target sequence (P07550 whole entry, looked up): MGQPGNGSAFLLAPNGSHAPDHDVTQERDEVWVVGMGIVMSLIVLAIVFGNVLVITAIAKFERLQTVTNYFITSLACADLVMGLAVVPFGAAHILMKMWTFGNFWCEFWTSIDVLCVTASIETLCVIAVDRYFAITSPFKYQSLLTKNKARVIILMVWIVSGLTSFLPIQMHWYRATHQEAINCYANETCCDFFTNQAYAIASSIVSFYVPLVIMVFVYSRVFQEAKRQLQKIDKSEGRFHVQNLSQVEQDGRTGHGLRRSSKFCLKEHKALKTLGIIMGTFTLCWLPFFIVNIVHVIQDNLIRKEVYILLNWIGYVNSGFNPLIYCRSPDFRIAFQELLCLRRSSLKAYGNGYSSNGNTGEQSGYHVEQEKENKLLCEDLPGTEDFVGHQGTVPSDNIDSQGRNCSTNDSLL
Integrin act MD: activates integrin-mediated alleviation for muscular dystrophy; alpha7betagal myoblasts, beta-gal FDG fluorescence, 48 h; Potency, µM (doses to about 38.3 µM), without a hit: at the top dose activation, usual class: activators; 350,000 compounds, 0.064% hits; AID 624291;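 note: potency is the fitted concentration of half-maximal effect; 100% = response of the positive control SU9516; nearly all actives have a fitted effect of over 60% in size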
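alpha7betagal+/- myoblasts (passage 13, 250/well) treated 48 h at 37C with compounds at 1:260 dilution of DMSO stock. Lysed, then beta-galactosidase activity read as FDG fluorescence (ex 480/em 540) after 30 min, with pre-read for autofluorescence.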
uPA surface inh: cell surface uPA generation inhibition; cell surface uPA generation assay, qHTS; Potency, µM (doses to about 38.3 µM), for the others: at the top dose activity change, negative = inhibition, most hits filed as inhibitors; 330,000 compounds, 0.31% hits; AID 540303; active = well fitted inhibition curve with a large enough effect; inconclusive = small, poorly fitted or top-dose-only effect; inactive = no such curve, though single readings can be large or run the other way; tested in mouse RAW 264.7 cells; note: potency is the fitted concentration of half-maximal effect; % is set by controls: 0 for no effect and ±100 for the full control effect; nearly all actives have a fitted effect of over 55% in size
An asterisk follows results filed as active; ? = inconclusive; / = not tested or not shown; [ ] = dose if it differs, or a comment. Unless noted, calls come from the whole dose curve; as a rule, active = well fitted curve in the direction sought with a large enough effect; inconclusive = small, poorly fitted or top-dose-only effect, or another doubt; inactive = no such curve, though single readings can be large; an effect the other way counts as inactive or inconclusive.

SMILES	p53 reactivator	USP2a block	ELG1 genotox	TRPV1 agonist	Eya2 phos inh	S-ASM inh	PTAP TSG101 blk	BRCA1 expr act	B2AR arrestin	Integrin act MD	uPA surface inh
COc1ccc(Cc2noc(CN3CCC(c4ccncc4)CC3)n2)cc1OC	-4%	-2%	-5%	24	5%	2%	-2%	0%	-0.4%	-34%	-18%
Oc1cccc(/C=N/n2c(C3CCCCC3)n[nH]c2=S)c1	1%	2%	1%	1	9%	-9%	-1%	-4%	0.4%	4%	2%
O=C(NC(=S)N(CCO)Cc1ccccc1)c1cc(Br)ccc1Cl	4%	1%	-2%	2	0%	7%	1%	-2%	8.6%	22%	-16%
CCCc1nc(-c2cc3ccc(C)cc3[nH]c2=O)no1	26%	-1%	15%	3	6%	63%[activator]	-3%	73%	4.1%	-9%	/
COc1ccc(/C=C(/NC(=O)c2ccccc2)C(=O)NCc2ccco2)cc1	2%	2%	?	0	-8%	1%	0%	-14%	-0.4%	-6%	1%
COc1ccc(/C=C2\CCn3c2nc2cc(C(=O)O)ccc2c3=O)cc1OC	-3%	1%	1%	-1	4%	91%[activator]	-5%	-18%	-0.1%	1%	1%
Cc1nn(C)c(C)c1C1C(C#N)=C(N)OC2=C1C(=O)CCC2 (stereo not given)	-8%	4%	0%	0	4%	4%	2%	-3%	-0.8%	4%	0%
CC(C)OC(=O)Cn1c(-c2ccccc2)c(-c2ccccc2)nnc1=O	/	2%	0%	?	4%	-1%	-3%	0%	-0.5%	-26%	10%
CSc1ccc(C#N)cc1NC(=O)c1ccc(Cl)nc1	-2%	-2%	-2%	-3	-14%	-4%	2%	0%	-0.2%	15%	2%
COC1=CCC2([N+](=O)[O-])CN(CCO)CC1([N+](=O)[O-])C2 (stereo not given)	14%	?	3%	-2	-21%	4%	-1%	-1%	-0.2%	13%	-1%
Cc1cccc(NC(=O)c2cccc3c2-c2ccccc2C3=O)n1	-4%	1%	0%	12	-13%	-3%	-1%	-34%	-0.3%	19%	0%
O=C(O)C1CCCN1S(=O)(=O)c1ccc(Br)cc1 (stereo not given)	12%	1%	2%	-4	4%	4%	-2%	-18%	-1.0%	8%	-6%
COC(=O)[C@@H]1C[C@@H]2CC[C@@H](O)C[C@@H]2N1Cc1ccccc1OS(=O)(=O)c1ccc(C)cc1	2%	-3%	1%	19	2%	-9%	1%	-1%	-0.2%	2%	7%
Cn1c(CN2CCCCC2)nc2cc(NC(=O)c3ccccc3Cl)ccc21	-1%	1%	-5%	0	2%	20%	-4%	-43%	0.4%	-17%	/
COc1ccc(CN=C(Nc2ccccc2)SC2CC(=O)N(C)C2=O)cc1 (stereo not given)	-3%	-1%	4%	22	-11%	-2%	2%	-6%	-1.3%	32%	-2%
Brc1ccccc1OCCCCN1CCCCC1	/	-2%	-3%	-2	13%	3%	-4%	-14%	-4.0%	-13%	16%
O=C1ON=C(c2ccc(Cl)cc2)/C1=C/c1ccc(O)cc1	3%	-3%	?	-4	-4%	0%	-6%	-74%	0.3%	-57%[inhibitor]	3%
Cc1ccccc1N1CC(C(=O)N2CCCCCC2)CC1=O (stereo not given)	10%	0%	12%	-5	7%	6%	-5%	12%	0.1%	-1%	-1%
Nc1cc(=O)[nH]c(SCC(=O)Nc2cc(Cl)cc(Cl)c2)n1	6%	-1%	2%	-1	-1%	-1%	-3%	-7%	0.2%	22%	3%
CCC/C=N/NC(=O)c1[nH]c2c([N+](=O)[O-])cccc2c1C	-13%	4%	5%	-4	10%	-2%	-1%	-41%	-0.4%	-27%	0%
COc1ccc(S(=O)(=O)NCCOc2ccccc2)cc1OC	4%	-1%	-3%	0	-1%	0%	/	-7%	5.9%	-36%	4%
CC(C)C(=O)NCC(c1ccc2c(c1)OCO2)N1CCOCC1 (stereo not given)	?	2%	0%	2	-17%	4%	-5%	-4%	2.8%	31%	9%
CCOC(=O)C1CCCN(S(=O)(=O)c2ccc(Br)s2)C1 (stereo not given)	-13%	1%	1%	29	4%	-1%	-4%	4%	-0.2%	0%	4%
COc1cc(NC(=O)C2CCC(CNc3c(N4CCCCC4)c(=O)c3=O)CC2)cc(OC)c1 (stereo not given)	-4%	0%	10%	1	-12%	0%	0%	-31%	-0.2%	1%	-3%
Cc1onc(-c2c(Cl)cccc2Cl)c1NC(=O)NC1CCSC1 (stereo not given)	-4%	-1%	0%	-3	14%	2%	0%	-6%	-0.5%	?	6%
SMILES	p53 reactivator	USP2a block	ELG1 genotox	TRPV1 agonist	Eya2 phos inh	S-ASM inh	PTAP TSG101 blk	BRCA1 expr act	B2AR arrestin	Integrin act MD	uPA surface inh
O=C1C2CC=CCC2C(=O)N1n1cnnc1 (stereo not given)	0%	-1%	2%	-3	-10%	8%	-2%	-18%	-0.2%	0%	2%
Cc1cc(C(=O)COC(=O)c2ccc(O)cc2O)c(C)n1-c1ccc(OC(F)F)cc1	1%	-1%	0%	3	-3%	-4%	-1%	-63%	-0.1%	-33%	?
CCNc1nc(NCC)nc(OCCOC(=O)COc2ccc(Cl)cc2Cl)n1	6%	-10%	0%	1	-1%	-1%	-5%	4%	-0.7%	9%	4%
CC(C)CCOc1ncnc2c1sc1nc3c(cc12)CSC(C)(C)C3	16%	2%	3%	-1	7%	-6%	-1%	-1%	-1.6%	22%	2%
CCc1nc2ccccc2c(C(=O)OCC(=O)N(CC(C)C)c2c(N)n(Cc3ccccc3)c(=O)[nH]c2=O)c1C	-8%	-2%	-3%	1	11%	-1%	0%	-48%	1.0%	-4%	-3%
CC1(C)Oc2ccc3ccc(=O)oc3c2[C@@H](O)[C@H]1O	15%	1%	4%	-4	3%	0%	-5%	-9%	0.0%	22%	36%[activator]
Cc1ccc(NC(=O)C(=O)NCC2CCCO2)cc1C (stereo not given)	10%	0%	8.2µM*	10	4%	0%	0%	?	-0.3%	-25%	2%
Cc1cc(-n2c(C)cc(C(=O)CN3C(=O)NC4(CCCCCC4)C3=O)c2C)no1	-9%	-1%	-1%	3	4%	-3%	-7%	-4%	0.0%	-16%	1%

10 structures out of the list, ordered by molecular weight, falling:
SMILES	p53 reactivator	USP2a block	ELG1 genotox	TRPV1 agonist	Eya2 phos inh	S-ASM inh	PTAP TSG101 blk	BRCA1 expr act	B2AR arrestin	Integrin act MD	uPA surface inh
CCc1nc2ccccc2c(C(=O)OCC(=O)N(CC(C)C)c2c(N)n(Cc3ccccc3)c(=O)[nH]c2=O)c1C	-8%	-2%	-3%	1	11%	-1%	0%	-48%	1.0%	-4%	-3%
COc1cc(NC(=O)C2CCC(CNc3c(N4CCCCC4)c(=O)c3=O)CC2)cc(OC)c1 (stereo not given)	-4%	0%	10%	1	-12%	0%	0%	-31%	-0.2%	1%	-3%
Cc1cc(C(=O)COC(=O)c2ccc(O)cc2O)c(C)n1-c1ccc(OC(F)F)cc1	1%	-1%	0%	3	-3%	-4%	-1%	-63%	-0.1%	-33%	?
CCNc1nc(NCC)nc(OCCOC(=O)COc2ccc(Cl)cc2Cl)n1	6%	-10%	0%	1	-1%	-1%	-5%	4%	-0.7%	9%	4%
Cc1cc(-n2c(C)cc(C(=O)CN3C(=O)NC4(CCCCCC4)C3=O)c2C)no1	-9%	-1%	-1%	3	4%	-3%	-7%	-4%	0.0%	-16%	1%
CCOC(=O)C1CCCN(S(=O)(=O)c2ccc(Br)s2)C1 (stereo not given)	-13%	1%	1%	29	4%	-1%	-4%	4%	-0.2%	0%	4%
Cc1onc(-c2c(Cl)cccc2Cl)c1NC(=O)NC1CCSC1 (stereo not given)	-4%	-1%	0%	-3	14%	2%	0%	-6%	-0.5%	?	6%
CC(C)C(=O)NCC(c1ccc2c(c1)OCO2)N1CCOCC1 (stereo not given)	?	2%	0%	2	-17%	4%	-5%	-4%	2.8%	31%	9%
Cc1ccc(NC(=O)C(=O)NCC2CCCO2)cc1C (stereo not given)	10%	0%	8.2µM*	10	4%	0%	0%	?	-0.3%	-25%	2%
CC1(C)Oc2ccc3ccc(=O)oc3c2[C@@H](O)[C@H]1O	15%	1%	4%	-4	3%	0%	-5%	-9%	0.0%	22%	36%[activator]

Part of the list above, comma-delimited:
molecule,p53 reactivator,USP2a block,ELG1 genotox,TRPV1 agonist,Eya2 phos inh,S-ASM inh,PTAP TSG101 blk,BRCA1 expr act,B2AR arrestin,Integrin act MD,uPA surface inh
O=C1C2CC=CCC2C(=O)N1n1cnnc1 (stereo not given),0%,-1%,2%,-3,-10%,8%,-2%,-18%,-0.2%,0%,2%
Cc1cc(C(=O)COC(=O)c2ccc(O)cc2O)c(C)n1-c1ccc(OC(F)F)cc1,1%,-1%,0%,3,-3%,-4%,-1%,-63%,-0.1%,-33%,?
